# H9c2 TAG inh – triacylglycerol accumulation inhibition | H9c2 cells, Nile Red lipid (TAG) fluorescence; cells loaded with 200 µM oleic acid | inhibition, % at 12.5 µM | actives 0.66% (n = 230,000);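 active means pattern-corrected inhibition of lipid staining of at least 50% with the nuclear-stain viability signal not falling by more than 50%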;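 further: 0% = DMSO wells and 100% = triacsin C control wells; some results filed as inactive read as strong as hits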
# H9c2 TAG inh DAPI viability – further read-out of H9c2 TAG inh, marked with its call; DAPI nuclei signal change (viability), lower = more cytotoxic, %;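 whole-well DAPI fluorescence read on a plate reader as a viability signal; minus 50 percent equals half of cells still viable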
# * marks the source's active call; other numbers are inactive results; i = inactive. The list is partial, so the mix of outcomes need not match the whole.
SMILES,H9c2 TAG inh,H9c2 TAG inh DAPI viability
CCN(CC(=O)Nc1cc(S(=O)(=O)N2CCOCC2)ccc1C)Cc1ccccc1,-3,1
Cc1cc(NC(=O)c2ccc(NC(=O)C3CC3)cc2)no1,1,11
CCCCn1c(N)c(N(CC(C)C)C(=O)C2CCCO2)c(=O)[nH]c1=O (stereo not drawn),-6,5
N#C/C(N)=C(/C#N)N=Cc1cccc(Cl)c1,-6,0
CSc1nc(C)c2c(n1)N(c1ccc(F)cc1)CC2,-7,2
O=C(O)CCCCCN1C(=O)CCC1=O,29,-19
CC(OC(=O)c1ccc(Br)o1)C(=O)NCC1CCCCC1 (stereo not drawn),-14,10
COc1ccc(-c2csc(NC(=O)Cc3cccc4ccccc34)c2C(=O)O)cc1,15,-6
CCN(CC(=O)Nc1ccc(NC(C)=O)cc1)C(=O)c1cccc(N2C(=O)c3ccccc3C2=O)c1,-14,-2
CC(CN1CCCC1)OC(=O)c1cccc(F)c1 (stereo not drawn),6,-3
Cc1ccccc1NC(=O)c1cccc(S(C)(=O)=O)c1,1,-4
O=C(NC1CCCCCCC1)c1c(Cl)cccc1Cl,1,-8
CC(Oc1ccccc1F)C(=O)NNC(=O)c1ccc(-n2cncn2)c([N+](=O)[O-])c1 (stereo not drawn),9,-7
O=C(NCc1ccccc1)c1onc(CSc2ccccc2)c1C(=O)NCC1CC1,-1,5
Cn1cnnc1SCC(=O)Nc1cccc(S(=O)(=O)N2CCOCC2)c1,1,-6

# Single records, as listed above. Values in the order: H9c2 TAG inh, H9c2 TAG inh DAPI viability
# CCN(CC(=O)Nc1ccc(NC(C)=O)cc1)C(=O)c1cccc(N2C(=O)c3ccccc3C2=O)c1 is entered as -14, -2
# COc1ccc(-c2csc(NC(=O)Cc3cccc4ccccc34)c2C(=O)O)cc1 is entered as 15, -6
# CC(Oc1ccccc1F)C(=O)NNC(=O)c1ccc(-n2cncn2)c([N+](=O)[O-])c1 (stereo not drawn) is entered as 9, -7
# CSc1nc(C)c2c(n1)N(c1ccc(F)cc1)CC2 is entered as -7, 2
# O=C(NCc1ccccc1)c1onc(CSc2ccccc2)c1C(=O)NCC1CC1 is entered as -1, 5

# (next part)
SMILES,H9c2 TAG inh,H9c2 TAG inh DAPI viability
COc1ccc(NC(=O)CN(C)C(=O)c2c(C)nn(Cc3ccc(C)cc3)c2Cl)cc1,16,4
N#CC1(NC(=O)CN2C(=O)NC(c3ccccc3)(c3ccccc3)C2=O)CCCC1,-2,-7
COc1cc(C(=O)OCC(=O)Nc2nnc(-c3ccccc3)o2)cc(OC)c1OC,10,-4
COc1ccccc1C(CC(=O)Nc1ccccc1C)c1ccc(OC(C)C)cc1 (stereo not drawn),-6,11
CCC(=O)N(C)C[C@H]1Oc2cc(Br)ccc2S(=O)(=O)N([C@@H](C)CO)C[C@H]1C,4,-7
NC(=O)C1(Nc2ccc(Cl)cc2)CCCC1,-10,2
CCOc1ccccc1NC(=O)CSc1nnc2ccc(-c3ccccn3)nn12,-5,3
CC(NC(=O)c1ccccc1NC(=O)CN1CCN(c2ccccc2O)CC1)c1ccccc1 (stereo not drawn),17,51
COCCNC(=O)C1Nc2ccc(C(F)(F)F)cc2C2C=CCC12 (stereo not drawn),0,-11
C=CCNCC(=O)N1N=C(c2ccc3ccccc3c2)CC1c1ccc(OC)cc1 (stereo not drawn),12,i
Cc1occc1C(=O)NC(C)CCc1ccccc1 (stereo not drawn),51*,1.6*
CC1=C(C)CS(=O)N(S(=O)(=O)c2ccccc2)C1 (stereo not drawn),-23,20
Cc1ccc(S(=O)(=O)N2CCCC(C(=O)NCCc3ccc(Cl)cc3)C2)cc1 (stereo not drawn),11,-7
O=C(COC(=O)CNC(=O)c1cccc([N+](=O)[O-])c1)Nc1cccc(S(=O)(=O)N2CCCCC2)c1,-17,4
CCN(CC)S(=O)(=O)c1ccc(OC)c(NC(=O)CSc2cc(C)ccc2C)c1,2,-12
Cc1ccc(CN2CC(C(=O)Nc3ccc(C)c(S(=O)(=O)N4CCCCC4)c3)CC2=O)cc1 (stereo not drawn),4,5
O=C1c2ccccc2C2(c3ccc(F)cc3)NCCN12 (stereo not drawn),-2,1
C#CCNC(=O)C1=C[C@H](c2ccccc2)[C@@H](CCCO)[C@H](OCC)O1,7,0
CC(=O)c1ccc(OCCCC(=O)N2CCN(S(=O)(=O)c3ccc(C)cc3C)CC2)cc1,-1,-8
Cc1ccc(S(=O)(=O)N(CC(=O)N(C)C)c2cccc([N+](=O)[O-])c2)cc1,-21,7
CCOc1ccc(Br)cc1S(=O)(=O)N1CCCC1,-9,6
COc1ccccc1C(=O)Nc1cc2cc(Cl)ccc2oc1=O,9,-9
CN(C)S(=O)(=O)N(CC(=O)N1CCC(Cc2ccccc2)CC1)c1ccccc1,-4,-17
COc1ccccc1NC(=O)CN1CCN(C(=O)c2ccco2)CC1,1,7
CN(Cc1cnn(Cc2ccccc2)c1)C(=O)c1cccc(S(=O)(=O)N2CCOCC2)c1,19,-14
COCCNCC(O)CON=C1c2ccccc2-c2ccccc21 (stereo not drawn),6,26
Cc1cccc(N(C(=O)Cn2nnc(-c3ccccc3F)n2)C(C(=O)NC(C)(C)C)c2ccncc2)c1 (stereo not drawn),10,-3
O=C(NCc1ccccc1)C1CCCN(S(=O)(=O)c2ccc(Br)cc2)C1 (stereo not drawn),-3,-10
Cc1cccc(C(=O)Nc2ccc3c(c2)C(=O)NC3=O)c1,4,4
N#CCOC(=O)c1c2c(nc3ccccc13)CCC2,-2,-6
COc1ccccc1-n1cnc2cc(C(=O)NCC3CCCO3)ccc21 (stereo not drawn),-2,13
COc1cccc(C(=O)NCCS(=O)(=O)N2CCN(C(=O)c3ccco3)CC2)c1,6,2
CC(C)(C)C(CO)NC(=O)c1ccc[nH]1 (stereo not drawn),10,-6
O=C(Oc1ccc2c(c1)O/C(=C\c1ccncc1)C2=O)c1ccccc1,0,-2
CCOc1ccc2nc(SCC(=O)Nc3nonc3C)[nH]c2c1,-5,-1
CC(C/C=N/NC(=O)COc1cc(Cl)ccc1Cl)c1ccccc1 (stereo not drawn),2,-3
O=C(c1ccco1)N1CCN(C(=O)C2CCN(S(=O)(=O)Cc3ccccc3)CC2)CC1,16,-6
CC(=O)Nc1cccc(-c2ccnc3c2CC(C)(C(=O)Nc2ccc(F)c(Cl)c2)O3)c1 (stereo not drawn),3,-5
COc1cc(C(=O)NNC(=O)COc2ccc(Cl)cc2)ccc1OCC(=O)N1CCOCC1,-18,-1
CCOC(=O)CN1CC23C=CC(O2)C(C(=O)NCCc2ccccc2)C3C1=O (stereo not drawn),8,7
COc1cccc(CN2CCN(C(=O)c3ccco3)CC2)c1OC,4,-2
CC(NC(=O)Cc1ccc(S(=O)(=O)N2CCCCC2)cc1)c1ccccc1 (stereo not drawn),7,1
N#Cc1cc2c(nc1SCC(=O)Nc1sc3c(c1C#N)CCC3)CCC2,-3,10
CC(=O)Nc1ccc(S(=O)(=O)N2CCN(C34CC5CC(CC(C5)C3)C4)CC2)cc1,-10,3
Cc1ccc(NC(=O)C2CCN(C(=O)c3ccc(Cl)cc3)CC2)nc1,8,1
Cc1onc(NC(=O)NC(=O)c2c(F)cccc2Cl)c1Br,13,-5
OCCN1CCN(C(=S)NCCc2ccccc2)CC1,-7,-4
O=C(O)Cc1coc(-c2ccc(F)cc2)n1,-18,14
CCOC(=O)C1=C(COC(=O)CNC(=O)c2cccc(C)c2)NC(=O)NC1C (stereo not drawn),10,-8
COc1ccc(OC)c(C(=O)Nc2c(O)ccc3ccccc23)c1,-5,-1
O=C(Cc1ccc(Cl)cc1)Nc1cccc(-c2nnc(-c3ccco3)o2)c1,3,6
O=C(NC(c1ccc(Cl)cc1)c1cnccn1)C1CCN(CCOc2ccc(F)cc2)CC1 (stereo not drawn),4,10
CCOc1ccc(C(=O)N2CCc3cc(OC)c(OC)cc3C2)cc1OCC,3,3
CCCCn1c2nc3ccccc3nc2c2c(=O)n(CC(C)C)cnc21,1,16
Cc1ccc(NC(=O)OCc2cn(-c3ccc(Cl)cc3)nn2)cc1,-41,5
O=C(O)C1=C[C@H](c2csc3ccccc23)C[C@H](OCCCCO)O1,8,2
Cc1onc(-c2c(F)cccc2Cl)c1C(=O)OCC(=O)N(C)c1ccccc1,-6,-2
O=CN(Cc1nc2ccccc2[nH]1)c1ccc(C(=O)O)cc1,-6,-3
Cc1ccc(S(=O)(=O)NC(=O)Nc2ccccc2)cc1,11,1
COc1ccc(C(=O)NCc2ccc3c(c2)OCO3)c(OC)c1,0,-1

# Exported field by field: 3 of the compounds above.
COc1ccc(OC)c(C(=O)Nc2c(O)ccc3ccccc23)c1
  H9c2 TAG inh: -5
  H9c2 TAG inh DAPI viability: -1

O=C(O)C1=C[C@H](c2csc3ccccc23)C[C@H](OCCCCO)O1
  H9c2 TAG inh: 8
  H9c2 TAG inh DAPI viability: 2

O=C(O)Cc1coc(-c2ccc(F)cc2)n1
  H9c2 TAG inh: -18
  H9c2 TAG inh DAPI viability: 14

# Following part:
SMILES,H9c2 TAG inh,H9c2 TAG inh DAPI viability
CC(=O)Nc1ccc(S(=O)(=O)NCC(=O)OCC(=O)N2CC(C)OC(C)C2)cc1 (stereo not drawn),-13,5
C=CCn1c(SCC(=O)Nc2ccccc2)nc2scc(-c3cccs3)c2c1=O,21,3
CCN(CC)C(=O)CSc1ncnc2sc(-c3ccccc3)cc12,-34,-3
O=C(NCCCN1CCOCC1)C(=O)N/N=C/c1ccccc1,-1,0
Cc1ccccc1Cn1c(=O)n(CCCC(=O)NCc2ccco2)c(=O)c2ccccc21,3,-3
CC(C)CNC(=O)c1cc2nc3c(c(C(F)(F)F)n2n1)CCc1ccccc1-3,1,20
COc1ccc(-c2cc(C(=O)Nc3ccc(S(=O)(=O)Nc4onc(C)c4C)cc3)c3ccccc3n2)cc1OC,-3,0
CCOc1ccc(N2C(=O)C3Sc4[nH]c(=O)sc4C(c4ccc(OC)c(OC)c4)C3C2=O)cc1 (stereo not drawn),2,-1
Nc1nc(-c2ccc(-c3ccccc3)cc2)cs1,1,10
CN1CCC(N(C)S(=O)(=O)c2ccc(NC(=O)COc3ccc(F)cc3)cc2)CC1,1,-10
CN1CCN(c2ccccc2NC(=O)c2ccccc2F)CC1,9,2
O=C(NCc1ccc(Cl)cc1)c1cc2ccccn2n1,-8,-11
Cc1occc1-c1nnc(SCC(=O)NCCc2ccccc2)n1Cc1ccccc1,2,3
CCn1nnc2cc(C(=O)N3CCC(C(=O)OC)CC3)ccc21,-16,8
C/C(Cl)=C\Cn1c(O)c(N=NC(N)=S)c2cc(Br)ccc21,43,-38
CCc1ccccc1NC(=S)N1N=CCC1c1ccccc1 (stereo not drawn),-14,8
Cc1cc(C)n2c(SCc3ccccc3Cl)nnc2n1,-37,-4
Cc1cc2c(cc1S(=O)(=O)N1CCN(c3ccc(Cl)cc3)CC1)OCCN2C,-9,-14
Cc1nc(Cc2ccc(OC(C)C)cc2)[nH]c(=O)c1CC(=O)O,-3,-2
Cc1nc(C(F)(F)F)c(C(=O)N/N=C(\N)c2cccnc2)s1,6,-8
COc1ccc(-c2csc(C(O)c3cccnc3)n2)cn1 (stereo not drawn),-9,4
CC(OC(=O)c1cc(S(=O)(=O)N2CCOCC2)ccc1F)C(=O)NCc1ccc2c(c1)OCO2 (stereo not drawn),-6,3
Cc1cccn2cc(-c3cccc(S(=O)(=O)N4CCCCC4)c3)nc12,-5,7
CCN(CC)c1ccc(CC(=O)NC(C)Cc2ccccc2)cc1 (stereo not drawn),-24,9
O=c1c(Cc2ccc(Cl)cc2)c(O)ccn1Cc1ccncc1,-20,-1
N#Cc1cnn(-c2ccc(F)cc2)c1N,-4,-3
Cc1nn(CCN)c(C)c1Cl,-15,11
CCCNC(=O)C1(C)CCCN(C(=O)c2cccnc2Oc2ccccc2)C1 (stereo not drawn),0,7
CCC(=O)Nc1cccc(-c2cn3cccc(C)c3n2)c1,-12,10
Cn1c(N)c(N=O)c(=O)n(C)c1=O,-6,4
COc1ccc(C(Cl)=C(c2ccc(OC)cc2)c2ccc(OC)cc2)cc1,9,-12
Cc1ccc(S(=O)(=O)N2CCCCC2)cc1NC(=O)CNc1ccc(C(F)(F)F)cc1,-22,-5
Cc1ccccc1Cn1ccc(NC(=O)c2nc3ncccn3n2)n1,-13,2
CC(=O)N1CCN(C(=O)c2cc(S(=O)(=O)N(C)Cc3ccccc3)ccc2Cl)CC1,-6,-6
Clc1ccc(-c2nc3ccc(Cl)cn3c2Cc2ccccc2)cc1,-10,-3
CCOc1ccc(Br)cc1C(=O)N/N=C/c1ccc([N+](=O)[O-])cc1,3,-18
O=C(NCC1CC1)c1ccc(Oc2cc(Cl)cc(Cl)c2)o1,-21,6
OCCC1CN(Cc2ccc3c(c2)CCO3)CCN1Cc1ccc(F)cc1 (stereo not drawn),-9,16
O=C(NCc1nnnn1-c1ccc(F)c(F)c1)c1cc2ccccc2o1,-33,-1
O=C(N/N=C/C1C(c2ccccc2)C1(Cl)Cl)c1cccc(Br)c1 (stereo not drawn),-21,4
COc1ccc(/C=C/C(=O)Nc2sc(Cc3ccccc3)c(C)c2C(N)=O)cc1,5,5
Cc1ccccc1-c1coc2cc(O)ccc2c1=O,-8,3
Cc1ccc(/C=N/N=C2\SCC(=O)N2CC2CC2)cc1,11,-4
COc1cccc2cc(/C(C)=N/NC(=O)c3ccco3)oc12,11,-8
Cc1c(C(=O)NC(C)C)oc2c1-c1[nH]ncc1CC2,-1,8

# Source: PubChem BioAssay
